# SSB-PriA inh: K. pneumoniae PriA-SSBct interaction inhibition | AlphaScreen SSBct-PriA binding, biotinylated peptide | inhibition, % at 33 µM | AID 1272365 | hit rate 0.6% among 430,000; in the data active means inhibition mostly above about 37%, no sharp cut-off; inactive means mostly below about 20%;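 further: plate controls were negative control peptide for no effect and reference peptide for full effect; strong numbers were not always called active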
# Rv3671c inh: inhibits the M. tuberculosis serine protease Rv3671c. P9WHR9. inhibition, % at 5.96 µM. hit rate 0.048% among 320,000; in the data active means inhibition above about 38%;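 further: extracellular domain of Rv3671c used as enzyme; 0% = enzyme with DMSO and 100% = no enzyme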
# SARS 3CLpro inh: SARS-CoV 3CLpro protease inhibition | hit rate 0.14% among 290,000 | P0C6X7 | inhibition, % at 6 µM | recombinant SARS-CoV 3CLpro, quenched FRET peptide cleavage; in the data active means inhibition above about 12%
# Mtb BioA inh: BioA (M. tuberculosis) enzyme inhibition | purified M. tuberculosis BioA enzyme, plate reader | inhibition, % at 9.99 µM | hit rate 0.096% among 360,000; in the data active means inhibition above about 40%
# MazEF act: activators of E. coli MazEF toxin-antitoxin RNase. P0AE70. FAM/BHQ RNA-DNA oligo cleavage fluorescence, 5 h. activation, % at 20 µM. AID 504720. hit rate 0.32% among 350,000; in the data active means activation above about 50%
# Target sequence (P0AE70 whole entry, looked up): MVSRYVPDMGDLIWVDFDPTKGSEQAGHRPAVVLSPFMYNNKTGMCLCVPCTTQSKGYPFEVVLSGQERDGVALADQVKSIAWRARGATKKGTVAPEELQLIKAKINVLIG
# Vc quorum ag: induces V. cholerae light production without autoinducers; activation, % at 18.7 µM; V. cholerae BH1578 lux reporter, luminescence, 6 h; AID 588436; hit rate 0.16% among 350,000; in the data active means activation mostly above about 9.7%, no sharp cut-off; further: not every result past the cut was called active; inactives centre near 0; reference of the scale not given here
# GDH-TPI inh: counter-screen for M. tuberculosis FBA inhibitors: GDH-TPI coupled enzymes | inhibition, % at 4.8 µM | hit rate 1.2% among 360,000 | GDH-TPI coupled enzyme counterscreen, NADH absorbance; in the data active means inhibition above about 30%;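 further: 0% = DMSO wells and 100% = wells lacking the enzyme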
# Mtb UGM inh: inhibitors of M. tuberculosis UDP-galactopyranose mutase | hit rate 0.06% among 320,000 | purified UGM, fluorescence polarization probe displacement | inhibition, % at 10 µM; in the data active means inhibition above about 10%, passing the limit was not always enough
# Target sequence (P9WIQ1 whole entry, looked up): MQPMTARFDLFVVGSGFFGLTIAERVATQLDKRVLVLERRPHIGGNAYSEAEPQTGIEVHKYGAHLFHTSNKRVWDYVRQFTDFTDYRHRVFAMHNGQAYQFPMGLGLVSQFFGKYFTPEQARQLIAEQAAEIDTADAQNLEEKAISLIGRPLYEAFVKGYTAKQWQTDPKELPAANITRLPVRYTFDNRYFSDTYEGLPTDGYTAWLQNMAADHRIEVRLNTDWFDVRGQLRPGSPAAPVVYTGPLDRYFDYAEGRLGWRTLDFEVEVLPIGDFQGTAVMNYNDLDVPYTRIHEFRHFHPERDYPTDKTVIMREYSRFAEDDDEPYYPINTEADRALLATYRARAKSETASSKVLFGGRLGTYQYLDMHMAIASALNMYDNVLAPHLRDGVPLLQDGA
# DUSP3 inh: inhibitors of human VHR1 phosphatase (DUSP3); recombinant VHR phosphatase, pNPP absorbance; AID 1654; hit rate 0.52% among 290,000; inhibition, % at 13.3 µM; P51452; in the data active means inhibition above about 50%; further: some compounds called inactive have numbers as strong as hits
# Target sequence (P51452 whole entry, looked up): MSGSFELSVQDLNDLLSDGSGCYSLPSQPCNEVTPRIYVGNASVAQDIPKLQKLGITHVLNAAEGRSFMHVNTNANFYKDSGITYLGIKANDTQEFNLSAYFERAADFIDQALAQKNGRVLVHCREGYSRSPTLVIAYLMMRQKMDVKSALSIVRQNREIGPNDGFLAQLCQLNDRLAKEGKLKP
# Mtb FBA inh: inhibitors of M. tuberculosis fructose-bisphosphate aldolase. P9WQA3. purified M. tuberculosis FBA, fluorescence read-out. inhibition, % at 1 µM. hit rate 2.3% among 360,000. AID 588726; in the data active means inhibition above about 27%;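 further: 0% = vehicle and 100% = reference inhibitor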
# Target sequence (P9WQA3 whole entry, looked up): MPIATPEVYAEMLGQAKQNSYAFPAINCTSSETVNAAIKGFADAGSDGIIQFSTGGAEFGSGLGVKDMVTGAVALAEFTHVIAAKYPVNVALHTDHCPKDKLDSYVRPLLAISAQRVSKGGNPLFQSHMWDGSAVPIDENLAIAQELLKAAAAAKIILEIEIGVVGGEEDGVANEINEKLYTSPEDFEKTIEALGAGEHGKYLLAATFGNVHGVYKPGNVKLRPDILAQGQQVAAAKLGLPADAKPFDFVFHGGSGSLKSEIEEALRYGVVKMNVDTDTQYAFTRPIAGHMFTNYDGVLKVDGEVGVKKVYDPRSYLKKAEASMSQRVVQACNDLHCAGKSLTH
# * marks the source's active call; other numbers are inactive results; i = inactive; nt = not tested or not shown. These rows are one share of the data; count on the stated rates, not on these rows.
# The opening 6 entries, to show the layout:
# Second line of a record: Mtb UGM inh	Mtb BioA inh	Mtb FBA inh	Vc quorum ag	DUSP3 inh	SSB-PriA inh	Rv3671c inh	SARS 3CLpro inh	GDH-TPI inh	MazEF act
Cc1ccnc(NC(=O)c2ccoc2C)c1
    1.4	-3.4	1	-0.4	-8	-4	3	-2	-9	4
COc1ccc2c(c1)CCc1cn[nH]c1-2
    -0.2	-0.5	-1	-1.1	10	-6	-1	0	-6	-3
CCN(CC)C(=O)c1ccc(NC(=O)c2ccc(-c3nn(C)c(=O)c4ccccc34)cc2)cc1
    -2.5	nt	9	-0.7	13	-9	2	1	4	18
COCCn1nnnc1C(c1cc2cc(C)ccc2[nH]c1=O)N1CCCCCC1 (centres undefined)
    -0.4	0.5	5	1.7	12	0	2	3	16	4
O=C(NCCCN1CCN(c2ccc(F)cc2)CC1)Nc1ccc([N+](=O)[O-])cc1
    1.3	4.0	-1	0.5	7	1	7	-1	21	-2
CCC1=NN(C(=O)Cc2ccc([N+](=O)[O-])cc2)C(O)(c2ccc(Br)cc2)C1 (centres undefined)
    1.7	1.3	-4	-2.4	7	6	-6	4	-4	2

# All compounds of this part, from the start:
# Second line of a record: Mtb UGM inh	Mtb BioA inh	Mtb FBA inh	Vc quorum ag	DUSP3 inh	SSB-PriA inh	Rv3671c inh	SARS 3CLpro inh	GDH-TPI inh	MazEF act
Cc1ccnc(NC(=O)c2ccoc2C)c1
    1.4	-3.4	1	-0.4	-8	-4	3	-2	-9	4
COc1ccc2c(c1)CCc1cn[nH]c1-2
    -0.2	-0.5	-1	-1.1	10	-6	-1	0	-6	-3
CCN(CC)C(=O)c1ccc(NC(=O)c2ccc(-c3nn(C)c(=O)c4ccccc34)cc2)cc1
    -2.5	nt	9	-0.7	13	-9	2	1	4	18
COCCn1nnnc1C(c1cc2cc(C)ccc2[nH]c1=O)N1CCCCCC1 (centres undefined)
    -0.4	0.5	5	1.7	12	0	2	3	16	4
O=C(NCCCN1CCN(c2ccc(F)cc2)CC1)Nc1ccc([N+](=O)[O-])cc1
    1.3	4.0	-1	0.5	7	1	7	-1	21	-2
CCC1=NN(C(=O)Cc2ccc([N+](=O)[O-])cc2)C(O)(c2ccc(Br)cc2)C1 (centres undefined)
    1.7	1.3	-4	-2.4	7	6	-6	4	-4	2
Cc1cccc(Cn2ccc(-c3ccc(Cl)cc3)c(C#N)c2=O)c1
    0.1	0.0	0	-0.6	10	-12	-8	-3	8	-3
COc1ccc(N2C(=O)C3CCCN3C2c2ccc(Cl)cc2)cc1 (centres undefined)
    -0.8	-0.3	0	0.4	11	-10	3	-4	-2	7
CCOc1cccc(/C=N/NC(=O)c2ccc3c(c2)OCCO3)c1O
    -2.0	0.4	4	-0.2	-20	nt	4	-1	17	7
Clc1ccc(C[n+]2cc(-c3ccccc3)n3c2CCC3)cc1
    -1.7	-1.1	-1	0.1	4	1	-4	0	-6	-1
C[C@H](NC(=O)c1ncn2c1C(=O)N(C)CC2)C(=O)OC(C)(C)C
    nt	0.3	-3	i	nt	nt	nt	nt	5	-4
CCCCNS(=O)(=O)c1ccc2nc(-c3cccnc3)cc(C(=O)NCCCOC)c2c1
    -0.2	nt	1	0.7	17	3	-7	4	6	6
Cc1cccc2cc(CN(C(=S)NCC(C)C)C3CCCC3)c(=O)[nH]c12
    0.2	nt	3	i	-13	-2	7	6	-1	1
CC(C)(C)c1ccc(C(=O)NCc2nnc(SCC(=O)N3CCCc4ccccc43)n2-c2ccccc2)cc1
    2.2	-1.1	-2	i	-5	6	-4	2	-9	-1
CC(OC(=O)c1ccc(NS(=O)(=O)c2ccc3[nH]c(=O)[nH]c3c2)cc1)C(N)=O (centres undefined)
    -1.7	-3.0	-1	-0.2	-19	-19	-1	2	-1	3
NC(=O)C1(N2CCCCC2)CCN(C(=S)Nc2ccc(S(N)(=O)=O)cc2)CC1
    -4.2	nt	1	i	nt	-8	11	0	3	7
C=CCOC(=O)COc1ccc2c(C)c(CC)c(=O)oc2c1
    -0.5	1.0	64*	i	2	-19	-12	-6	-2	4
O=C(O)[C@@H]1CSC2c3ccccc3C(=O)N21 (some centres undefined)
    1.9	0.4	2	1.8	14	4	-9	-2	1	6
CCOC(=O)c1c(NC(=O)C(C)Sc2cn(C)c3ccccc23)sc2c1CCC2 (centres undefined)
    -0.3	-2.4	-1	-1.0	-4	-8	-5	0	2	-6
Cc1ccc[n+](CC(=O)Nc2cccc(Cl)c2)c1
    -1.3	-3.6	2	-0.4	-23	2	-9	1	10	10
NS(=O)(=O)c1ccc(CCn2c(=S)[nH]c3ccc(F)cc3c2=O)cc1
    5.7	nt	0	-0.3	-11	4	-26	-1	-6	5
COc1ccc(-c2cc(C(=O)OC3CCOC3=O)c3ccccc3n2)cc1 (centres undefined)
    0.4	-2.7	12	nt	23	-35	-3	2	14	-5
COc1ccc(CCNC(=O)[C@H](C)NC(=O)N2CCn3c2nc2ccccc23)cc1OC
    1.4	-3.0	-2	-0.5	6	-7	1	-1	7	-1
C/C(=N\O)c1ccc2c3c([nH]c2c1)CCCC3
    0.2	-0.3	15	i	-13	nt	0	5	6	-2
C=CCN(c1ccccc1)S(=O)(=O)c1cccc(C(=O)Nc2ccc(N3CCOCC3)cc2)c1
    nt	-1.1	1	i	nt	43*	nt	nt	1	4
Cc1ccc(Cl)cc1N1CCN(Cc2cc3c(cc2O)CCC3)CC1
    7.5	nt	2	-0.3	31	-3	2	-1	-10	8
CCN(CC)CCNC(=O)C(=O)Nc1cc2c3c(c1)CC(=O)N3CCC2
    -0.8	-2.6	-1	-0.6	2	-15	-3	-4	8	0
CCNC(=S)NNC(=O)CCn1cc(C)cn1
    2.8	nt	3	-0.3	-2	-2	-1	-6	6	-5
CCOc1cc(/C=C2/C(=N)N3C=CSC3=NC2=O)ccc1OCCCOc1ccccc1C
    0.9	4.2	2	-0.4	15	-23	-12	1	15	-10
N#CCSc1nc2c(c(=O)n1Cc1ccccc1)C1(CCCC1)Cc1ccccc1-2
    1.3	-0.4	3	i	27	3	-16	3	2	1

# Full records, looked up by structure.
# `O=C(O)[C@@H]1CSC2c3ccccc3C(=O)N21` (some centres undefined) across the screens: Mtb UGM inh = 1.9; Mtb BioA inh = 0.4; Mtb FBA inh = 2; Vc quorum ag = 1.8; DUSP3 inh = 14; SSB-PriA inh = 4; Rv3671c inh = -9; SARS 3CLpro inh = -2; GDH-TPI inh = 1; MazEF act = 6
# `Cc1cccc2cc(CN(C(=S)NCC(C)C)C3CCCC3)c(=O)[nH]c12` across the screens: Mtb UGM inh = 0.2; Mtb BioA inh = nt; Mtb FBA inh = 3; Vc quorum ag = i; DUSP3 inh = -13; SSB-PriA inh = -2; Rv3671c inh = 7; SARS 3CLpro inh = 6; GDH-TPI inh = -1; MazEF act = 1
# `Cc1cccc(Cn2ccc(-c3ccc(Cl)cc3)c(C#N)c2=O)c1` across the screens: Mtb UGM inh = 0.1; Mtb BioA inh = 0.0; Mtb FBA inh = 0; Vc quorum ag = -0.6; DUSP3 inh = 10; SSB-PriA inh = -12; Rv3671c inh = -8; SARS 3CLpro inh = -3; GDH-TPI inh = 8; MazEF act = -3

# The listing picks up with the two entries that preceded the break.
# Second line of a record: Mtb UGM inh	Mtb BioA inh	Mtb FBA inh	Vc quorum ag	DUSP3 inh	SSB-PriA inh	Rv3671c inh	SARS 3CLpro inh	GDH-TPI inh	MazEF act
CCOc1cc(/C=C2/C(=N)N3C=CSC3=NC2=O)ccc1OCCCOc1ccccc1C
    0.9	4.2	2	-0.4	15	-23	-12	1	15	-10
N#CCSc1nc2c(c(=O)n1Cc1ccccc1)C1(CCCC1)Cc1ccccc1-2
    1.3	-0.4	3	i	27	3	-16	3	2	1
COC(=O)c1cc2occc2n1Cc1nc(-c2ccccc2Cl)oc1C
    2.9	0.1	-1	nt	-15	-11	3	1	-13	-13
Cc1c(Nc2nc3ccccc3nc2NS(=O)(=O)c2ccccc2)c(=O)n(-c2ccccc2)n1C
    2.0	-1.2	0	-7.1	-1	-3	-1	-2	15	2
O=C(COC(=O)c1cccnc1Cl)c1ccc(OC(F)F)cc1
    -0.3	1.8	0	-0.2	30	-13	4	3	-9	0
COc1ccc(C(=O)COC(=O)CCCN=C2NS(=O)(=O)c3ccccc32)c(OC)c1
    nt	nt	4	i	nt	-11	1	nt	7	0
COC(=O)C(CC(C)C)N(Cc1cc(OC)cc(OC)c1)S(=O)(=O)c1ccccc1Br (centres undefined)
    nt	-0.6	-2	i	nt	-8	nt	nt	-3	1
Cc1ccc(C(=O)N/N=C\c2ccccn2)cn1
    -1.6	nt	-2	i	12	nt	-2	-6	-1	-14
COc1cccc(C(=O)NCC(=O)N2CCC(C)CC2)c1
    1.8	-0.4	0	-0.3	32	-14	2	-1	6	-1
CS(=O)(=O)N1CCc2cc(C(=O)NC3CC3)ccc21
    2.8	nt	0	0.4	18	-14	1	3	-2	7
CC(=O)c1c(C)nc(-c2cccc([N+](=O)[O-])c2)n1O
    -0.3	nt	0	-0.4	9	9	-2	-2	7	3
COC(=O)c1ccccc1NC(=O)C1CCCO1 (centres undefined)
    -0.1	-0.8	-2	-2.7	-2	-12	-1	2	-13	-2
CCn1c(=O)c2ccccc2n(Cc2ccccc2C)c1=O
    -2.0	3.2	4	-0.9	13	5	4	0	6	3
COc1ccc(OC)c(NC(=S)N2CCc3ccccc3C2)c1
    4.0	nt	0	-2.3	-2	10	-5	1	5	2
CCOC(=O)c1c(C)n(C(C)C)c2ccc(OC)cc12
    -0.2	2.0	3	3.7	-16	-16	11	0	-3	2
CSCCC(NC(=O)c1ccccc1)C(=O)NC1CC1 (centres undefined)
    -1.5	-3.3	-2	i	3	3	8	1	12	1
COc1ccc(-c2cc(C(=O)NCCCn3ccnc3)c3ccccc3n2)c(OC)c1
    -1.2	8.9	1	-0.1	0	19	-1	-2	4	1
CC(C)c1onc(C(=O)NCc2ccc(Cl)cc2)c1[N+](=O)[O-]
    0.0	nt	-1	-0.1	26	-1	2	-1	1	5
Nc1nnn(CC(=O)N/N=C/c2cccc3ccccc23)n1
    1.9	nt	1	-0.9	28	nt	-3	1	13	8
NS(=O)(=O)c1ccc(NC(=O)CN2CCCN(S(=O)(=O)c3ccc(F)cc3)CC2)cc1
    0.1	nt	2	i	34	-7	-12	3	3	-4
O=C(CSCc1ccc(Cl)cc1Cl)Nc1ccccc1C(=O)Nc1ccc(C(=O)O)cc1
    -2.5	nt	0	-0.4	3	0	-7	6	5	-5
O=C(C1CCC(=O)N(C2CC2)C1)N1CCN(c2ccc(Cl)cc2)CC1 (centres undefined)
    -2.8	2.4	17	-1.6	-7	3	-6	0	-3	5
COc1cccc(C(=O)Nc2cc3c4c(c2)CC(=O)N4CCC3)c1
    -0.1	-3.4	0	-0.3	nt	2	-7	nt	3	5
NC(=O)C1(N2CCCCC2)CCN(C(=O)NC23CC4CC(CC(C4)C2)C3)CC1
    -0.7	0.4	-2	-0.3	9	-5	4	6	11	3
CCCN1Cc2cccc(C(=O)NC(CC(=O)OCC)c3ccc(C)cc3)c2C1=O (centres undefined)
    -2.3	nt	0	-0.4	16	-1	-4	0	5	-2
COC(=O)/C(NC(C)=O)=C(\C)c1ccc(Cl)cc1
    1.6	-1.4	-2	i	-22	-20	-2	2	5	-8
CCc1cc(-c2nnn(CCC3COCCO3)c2CC)ccc1-c1cn(Cc2ccccc2)nn1 (centres undefined)
    nt	-0.3	3	-0.2	nt	nt	nt	nt	2	8
CC(NC(=O)c1ccc(OC2CCN(S(=O)(=O)N(C)C)CC2)cc1)C1CC1 (centres undefined)
    2.9	nt	0	-0.2	21	-10	-5	-8	-1	-4

# Source: PubChem (several laboratories)
